Compound activity from PubChem.
VCAM1 TNFa inh = reduces TNF alpha induced VCAM1 expression in HUVEC. HUVEC TNFa-induced VCAM-1 immunofluorescence, high-content imaging. AID 802. 95,000 compounds, 0.48% hits. inhibition, % at 2 µM;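 active = inhibition above the batch mean plus 3 SD, with images confirmed as a hit by eye, cut at about 37% in these data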;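 note: 0% = TNF-stimulated DMSO wells and 100% = unstimulated control wells; not every result past the cut was called active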
cytoskel mod = modifiers of cytoskeleton assembly. HUVEC TNFa F-actin phalloidin imaging, high content. inhibition, % at 2 µM. 91,000 compounds, 0.18% hits;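 active = inhibition above the batch mean plus 3 SD and confirmed as a hit by visual image inspection, cut at about 30% in these data, passing the limit was not always enough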; note: strong numbers were not always called active
PLK1 inh = PLK1 (human) kinase inhibition | inhibition, % at 10 µM | recombinant PLK1 kinase, TR-FRET peptide phosphorylation | P53350 | 97,000 compounds, 0.53% hits;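 active = inhibition of 50% or more in the single-concentration screen; inactive = inhibition below 50%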;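 note: 0% = DMSO max control and 100% = H-89 dihydrochloride min control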
TNFa cytotox = HUVEC cytotoxicity counter-screen, TNF alpha stimulated; HUVEC TNFalpha-stimulated, Hoechst cell count, imaging; cell count reduction, % at 2 µM; 93,000 compounds, 0.17% hits; AID 848;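 active = cell count reduction exceeding the screen mean by over 5 SD, scaled to untreated wells per plate, cut at about 78% in these data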;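 note: cells counted after 24 h of TNF alpha exposure following the 1 h pretreatment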
hDAT+cocaine = modulates human dopamine transporter uptake under cocaine | AID 449768 | 110,000 compounds, 1.3% hits | B-score at 10 µM | LLC-PK1 hDAT cells, [14C]-dopamine uptake with cocaine IC80; actives deviate in either direction;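 active = Z score or B-score, a plate-position-corrected score, falls beyond the plate's 99.7% confidence bounds, in either direction; inactive = both scores lie inside the 99.7% bounds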;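 note: scored against the spread of the other compound wells on the same plate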
Target sequence (Q01959 whole entry, looked up): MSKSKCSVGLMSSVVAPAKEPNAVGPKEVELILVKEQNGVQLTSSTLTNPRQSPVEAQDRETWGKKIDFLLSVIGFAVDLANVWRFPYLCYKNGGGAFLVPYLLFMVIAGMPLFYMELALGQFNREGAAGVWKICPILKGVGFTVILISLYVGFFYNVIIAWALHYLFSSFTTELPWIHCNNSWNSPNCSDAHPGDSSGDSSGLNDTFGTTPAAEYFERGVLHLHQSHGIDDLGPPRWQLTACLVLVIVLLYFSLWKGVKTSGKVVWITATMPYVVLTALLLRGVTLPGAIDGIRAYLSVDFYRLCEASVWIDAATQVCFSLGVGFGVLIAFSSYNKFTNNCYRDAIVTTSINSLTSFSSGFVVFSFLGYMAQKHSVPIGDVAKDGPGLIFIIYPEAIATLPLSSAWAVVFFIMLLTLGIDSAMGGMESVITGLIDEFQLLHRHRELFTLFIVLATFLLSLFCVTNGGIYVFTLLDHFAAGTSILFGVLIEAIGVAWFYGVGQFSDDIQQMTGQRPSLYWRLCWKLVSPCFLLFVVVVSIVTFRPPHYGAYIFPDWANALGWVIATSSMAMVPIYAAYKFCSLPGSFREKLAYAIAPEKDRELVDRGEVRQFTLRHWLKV
Ecoli WT expand = blocks growth of wild type E. coli BW25113. growth inhibition, % at 100 µM. OD600 absorbance. 98,000 compounds, 0.15% hits;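 active = growth inhibition above about 50% at one test dose, limit read from the data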;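 note: growth measured after 20 h incubation at 37 °C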
PLK1 PBD inh = inhibitors of human Plk1 polo box domain binding; inhibition, %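 (tested at about 20 µM)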; Plk1 PBD phosphopeptide binding, fluorescence polarization; 97,000 compounds, 0.13% hits; AID 693; P53350; in the data active = inhibition above about 34%, passing the limit was not always enough
HUVEC tox IL1B = toxic to HUVEC cells under IL-1B stimulation; AID 845; cell count reduction, % at 2 µM; 94,000 compounds, 0.41% hits; HUVEC cell count loss, Hoechst imaging, IL-1B stimulated;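 active = cell count reduction more than 3 SD above the screen-wide mean, cut at about 70% in these data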;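 note: normalized per plate to untreated control cells as the no-loss baseline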
sEH inhibitor = inhibitors of human soluble epoxide hydrolase | P34913 | recombinant human sEH enzymatic activity assay | inhibition, % at 2 µM | 91,000 compounds, 0.34% hits | AID 707; in the data active = inhibition above about 80%; note: values of inactives mirror those of a sister screen read the other way; many of its hits are not listed in these tables
The depositor's hits bear a star; . = no result given; & = joins results of further samples.

SMILES	VCAM1 TNFa inh	cytoskel mod	PLK1 inh	TNFa cytotox	hDAT+cocaine	Ecoli WT expand	PLK1 PBD inh	HUVEC tox IL1B	sEH inhibitor
COc1ccc(-c2nnc(N(C)C(=O)C3CCCO3)s2)cc1 (stereo unspecified)	-5	4	-10	.	1.7	.	12	-36	3
O=C(O)CCCNCc1ccccc1F	-5	-12	-11	-4	0.49	-11	-6	-25	1
Cc1cccc(NC2(C(F)(F)F)N=C(c3ccccc3)NC2=O)n1 (stereo unspecified)	39	9	4	.	0.004	0	12	-3	9
CC(C)NC(=O)c1ccc2c(=O)n(C3CCCC3)c(=S)[nH]c2c1	-12	39	-19	-14	-0.014	-5	-4	-13	-2
CCn1c(SCC(=O)Nc2nccs2)nnc1-c1ccc(S(=O)(=O)N2CCCCC2)cc1	17	0	12	-24	2	-9	-15	-58	0
CC(C)N1CC(O)=C(c2nc3ccccc3c(=O)[nH]2)C1=N	0	4	-10	-14	1.3*	-7	6	4	4
CC(OC(=O)CN(C)S(=O)(=O)c1ccc(Cl)cc1)C(=O)Nc1ncc(Cl)cc1Cl (stereo unspecified)	-15	.	-4	-3	1.3	-5	-14	6	9
CCn1c(CNc2ccccc2Cl)nnc1SCC(=O)OC1CCCCC1	19	-11	0	-26	2.5	-2	-3	-4	-9
CC(C)CC(=O)Nc1cccc2c1C(=O)N(c1ccccc1)C2=O	2	-23	-19	22	0.69	.	-18	10	-6
CCOC(=O)CSC1=C(C#N)C(c2sccc2C)C(C(C)=O)=C(C)N1 (stereo unspecified)	8	0	2	-7	0.76	6	15	-7	10
COc1ccc(-c2nnn(CC(=O)N(Cc3ccc(F)cc3)C(C(=O)NC3CCCC3)c3ccc(F)cc3)n2)cc1 (stereo unspecified)	-4	7	-7	-10	0.57	.	6	-3	-3
O=C(Nc1ccc(N2CCOCC2)c(Cl)c1)c1cccnc1	-56	7	0	-36	-0.36	1	-20	-46	19
COC1CCCCC1Nc1cc(C)cc(C)c1 (stereo unspecified)	-14	23	-15	-26	-0.095	7	4	.	-4
O=C(/C=C/c1ccco1)Nc1ccc(Oc2ccc(Cl)cc2)cc1	28	12	-1	-18	0.17	-5	5	1	19
O=C(CN(Cc1ccccc1)C(=O)CCC(=O)Nc1ccccn1)NCc1ccco1	-5	-13	-3	-3	-0.55	2	-7	7	-1
COc1cc(CC(=O)Nc2ccc(S(=O)(=O)Nc3ncccn3)cc2)cc(OC)c1OC	1	7	-4	-6	-0.81	-5	21	20	-14
O=C(Cn1ncc2c(=O)oc3ccccc3c21)N1CCN(c2ccccn2)CC1	15	0	-12	0	0.26	4	-14	-7	-3
Cc1ccc(NC(=O)c2cc(S(=O)(=O)Nc3ccc(C)cc3)cs2)cc1	7	-31	-12	-5	-0.23	.	4	-15	6
Cc1cc(C)cc(NC(=O)N2CCCC2C(=O)Nc2ccc(-n3cnnn3)cc2)c1 (stereo unspecified)	-29	-6	-19	-14	9.3e-05	-1	-6	8	1
Clc1ccc(SCc2cn3ccsc3n2)cc1	-7	-7	1	-22	-0.014	37	25	-15	5
C=CCOc1ccc(NC(=O)C(=O)NCCCn2ccnc2)cc1	10	18	-5	1	-0.25	9	-33	-9	6
COc1ccc(C2CC(=O)N3CN(c4ccc(C)c(Cl)c4)CSC3=C2C#N)cc1OC (stereo unspecified)	10	1	-9	-23	-0.71&-1.2	8	-11	5	-10
C=CCn1c(=O)c(C(=O)Nc2ccccc2C(=O)OCC)c(O)c2ccccc21	4	6	-10	6	0.69	-16	9	-11	-2
CN1CCN(c2cc(=O)n(C3CCCCC3)c(=O)[nH]2)CC1	.	.	65*	.	-0.17	1	4	.	.
COC(=O)CCc1n[nH]c(=O)[nH]c1=O	-1	0	-15	-5	-1.1	-1	3	6	3
O=C1CCCC/C1=C\Nc1ccc(O)cc1	-11	7	-7	-5	-0.69	-3	4	10	2
CCOC(=O)c1c(C)[nH]c(C(=O)OCC(=O)NC(C)C)c1C	-3	22	-8	6	-0.079	-10	30	10	11
Cc1cc2ncn(C(=O)c3ccc4c(c3)OCO4)c2cc1C	-6	-6	2	6	0.44	-10	-22	8	.
CCOC(=O)N1CCN(c2c(N3CCc4ccccc43)c(=O)c2=O)CC1	.	.	77*	.	-0.31	1	-29	.	.
O=[N+]([O-])c1cc2c(c(CSc3nnc(Nc4ccccc4)s3)c1)OCOC2	-26	3	-9	-26	-0.37	-2	-10	-6	10

2 compounds from above, reduced to PLK1 PBD inh and VCAM1 TNFa inh.
Compound | PLK1 PBD inh | VCAM1 TNFa inh
Cc1cc2ncn(C(=O)c3ccc4c(c3)OCO4)c2cc1C | -22 | -6
COc1ccc(C2CC(=O)N3CN(c4ccc(C)c(Cl)c4)CSC3=C2C#N)cc1OC (stereo unspecified) | -11 | 10

Further entries follow:
SMILES	VCAM1 TNFa inh	cytoskel mod	PLK1 inh	TNFa cytotox	hDAT+cocaine	Ecoli WT expand	PLK1 PBD inh	HUVEC tox IL1B	sEH inhibitor
CCC(C)N(C(=O)COC(=O)c1[nH]c(C)c(C(C)=O)c1C)C1CCS(=O)(=O)C1 (stereo unspecified)	1	7	-15	-31	-0.01	.	-6	-26	7
O=C(Cn1c(=O)oc2cc(S(=O)(=O)N3CCc4ccccc43)ccc21)N1CCCCC1	3	6	-6	-16	-0.18	-4	-38	-12	0
CCOc1ccc(Cn2c(O)cc(=O)[nH]c2=O)cc1	-3	-12	-5	16	-0.78	-9	-7	35	-20
Cc1csc(NC(=O)CCCSc2nc3ccccc3s2)n1	8	1	-3	-20	0.39	0	21	1	9
CCCOP(=O)(c1ccc(N(C)C)cc1)C(O)c1ccccc1OC (stereo unspecified)	-24	-5	-18	-14	-1.6	1	-12	-18	5
CCOC(=O)N1CCN(C(=O)C2CCN(S(=O)(=O)c3cc(Cl)ccc3Cl)CC2)CC1	-22	3	-12	-5	0.14	-5	-4	-36	4
CCCN(CCC)S(=O)(=O)c1ccc(NS(C)(=O)=O)cc1	7	10	1	-20	1.2	-1	-1	-35	6
CCOc1ccc(N(CC(=O)NCC2CCCO2)S(=O)(=O)c2ccc(OC)c(OC)c2)cc1 (stereo unspecified)	-7	2	-13	-12	0.38	-6	-1	-13	9
COC(=O)c1cc(-c2cccc(OC)c2)n[nH]1	4	-42	-9	2	0.76	12	1	-29	-1
O=C1NC2(CCCCC2)NN1c1ccccc1	2	-14	-7	-2	-1.7	2	9	-1	-6
Cc1c(NCc2cc(Cl)ccc2O)c(=O)n(-c2ccccc2)n1C	12	0	-3	-4	0.27	14	-10	5	7
C/C(=N/OCC(=O)Nc1ccc(C)cc1C)c1cccs1	14	-17	-19	-3	0.041	4	-14	-14	25
CN(C)CCCn1c(SCC(=O)Nc2sc3c(c2C#N)CCCC3)nnc1-c1ccncc1	31	-16	-8	0	1.3	0	-5	-15	4
CC(=O)CCc1c(C)[nH]c2ccc(NC(C)=O)cc2c1=O	-14	-2	-14	-2	-1	3	5	-12	19
CSc1cc(/C=N/O)c(SC)s1	3	22	17	-29	-0.44	14	-9	9	5

Single records, from the list above. Order of values: VCAM1 TNFa inh	cytoskel mod	PLK1 inh	TNFa cytotox	hDAT+cocaine	Ecoli WT expand	PLK1 PBD inh	HUVEC tox IL1B	sEH inhibitor
CCOC(=O)N1CCN(C(=O)C2CCN(S(=O)(=O)c3cc(Cl)ccc3Cl)CC2)CC1 is entered as -22	3	-12	-5	0.14	-5	-4	-36	4
CCCOP(=O)(c1ccc(N(C)C)cc1)C(O)c1ccccc1OC (stereo unspecified) is entered as -24	-5	-18	-14	-1.6	1	-12	-18	5
CCOc1ccc(Cn2c(O)cc(=O)[nH]c2=O)cc1 is entered as -3	-12	-5	16	-0.78	-9	-7	35	-20

(cont.)
SMILES	VCAM1 TNFa inh	cytoskel mod	PLK1 inh	TNFa cytotox	hDAT+cocaine	Ecoli WT expand	PLK1 PBD inh	HUVEC tox IL1B	sEH inhibitor
CCc1cccc(C)c1NC(=O)C1=C(C(=O)O)CCCC1	11	17	1	-33	0.54	0	-5	-22	-1
CCOC(=O)N1CCC(N2CCN(S(=O)(=O)CC)CC2)CC1	1	-8	-1	-12	-0.64	-2	17	-12	-14
COc1ccc(NS(=O)(=O)c2ccc(NC(=O)c3cnn4c(C(F)F)cc(-c5ccc(C)cc5)nc34)cc2)cc1	-1	-16	-20	-27	-0.092	-21	-5	16	-9
O=C(NC1C(=O)NNC1c1ccccc1)c1ccccc1 (stereo unspecified)	4	16	-8	-19	0.076	4	15	-3	-9
COC(=O)c1ccc(N(C(=O)CNC(=O)c2ccco2)C(C(=O)NC2CCCC2)c2ccco2)cc1 (stereo unspecified)	8	9	-14	4	0.0035	.	-11	-20	6
CCOC(=O)CCc1c(C)c2ccc(OCc3cc([N+](=O)[O-])ccc3OC)cc2oc1=O	23	-1	-10	-42	.	-14	-18	-33	2
COc1ccccc1N=C(C)C1=C(O)CSC1=O	0	3	-17	-22	-0.78	3	3	0	20
CCOc1ccc(-c2nnc(N3CCCCC3)c3ccccc23)cc1	-13	9	-11	-26	1.1	3	-12	-37	5
Cc1ccc(S(=O)(=O)N2CCCC2CO)cc1 (stereo unspecified)	-3	9	-9	-21	-1.5	3	3	4	-2
COc1cc(NC(=S)NC(C)=O)ccc1NC(=O)C(C)C	68	12	-6	95*	-0.13	-11	-3	17	13
CN(C)S(=O)(=O)c1ccc2nc(NC(=O)c3cccnc3)sc2c1	8	9	-13	.	2.1	0	-18	-13	-2
Cc1oc2ccc(O)cc2c1C(=O)OC(C)C	-8	-4	6	-11	0.074	.	-16	-21	2
CN(C)CCn1c(C(=O)Nc2ccccc2)cc2ccccc21	24	-9	0	-19	0.022	-7	-27	-14	.
Cc1ccc(-c2csc3ncnc(-n4nc(C)cc4N)c23)cc1	-21	6	-4	10	0.029	7	-22	-13	.
COCCn1nnnc1CN(CCCN1CCOCC1)Cc1cc2c(C)ccc(C)c2[nH]c1=O	4	6	-1	-25	0.4	8	0	-9	7
CCOC(=O)N1CCC(NC(=O)Cc2cn(C)c3ccccc23)CC1	3	1	3	-17	0.29	1	-23	14	47
CCCN1C(=O)/C(=C/c2ccc(C)o2)SC1=Nc1ccc(OC)cc1	5	3	-5	-20	0.2	-7	-30	-3	15
Cc1cc(C)n(-c2nc3c(c(=O)[nH]c(=O)n3C)n2Cc2cccc(Br)c2)n1	16	-29	-9	-12	0.44	-11	12	30	-3
CCc1n[nH]c2c1/C(=N/O)CCC2	7	31	-4	-40	-0.27	2	24	2	-12
CCCOc1ccc2ccccc2c1/C=N/n1c(C)nnc1-n1nc(C)cc1C	18	-11	-8	30	0.73	5	-3	3	2
Cn1c(=O)c2c(ncn2CC(=O)N2CCc3ccccc3C2)n(C)c1=O	12	-7	-1	-6	-0.53	1	-15	-59	-5
N#C/C(=C/c1ccc(N2CCCCCC2)o1)c1cccc(F)c1	5	15	-53	-27	0.21	-2	-251	18	-10
CO/N=C(\Cn1ncc(N2CCCC2)c(Cl)c1=O)c1ccc(Cl)cc1	11	2	-4	-3	1.8	-3	-2	-6	-7
COCCCNC(=O)C(=O)NCCCOC(C)C	-3	30	-10	-19	-0.98	3	9	-2	-2
O=C1C2=C(SCCS2)C(=O)N1CCCO	-6	-11	-4	47	.	-4	4	11	-4
COC(=O)c1[nH]c2cc(OC)ccc2c1NC(=O)CN1CCOCC1	13	9	-10	-9	0.5	-6	-4	-3	-8
O=S1(=O)CC(O)C(Nc2ccc(Cl)cc2)C1 (stereo unspecified)	25	0	-8	-23	-0.23	.	-4	10	-8
N#C/C(=C/c1ccc(OCc2ccccc2)cc1)C(=O)NC1CCCCC1	9	20	-9	-4	0.34	-7	8	-17	-24
CCOC(=O)NC1(C(F)(F)F)C(=O)NC(C)=C1C(=O)OC (stereo unspecified)	27	-19	-12	0	-0.71	9	8	3	-8
Cc1ccc(-c2nnn(CCC(=O)Nc3ccc4c(c3)OCO4)n2)cc1	.	4	3	.	-0.17	3	-35	16	13
CCN(CC)S(=O)(=O)c1cc(C(=O)Nc2cccnc2)ccc1Cl	6	-10	-12	17	0.31	-2	-3	-1	7
CC1Cc2ccccc2N1C(=O)c1cc2sccc2n1Cc1ccccc1 (stereo unspecified)	-5	7	-11	8	-0.18	-11	-1	9	-8
